# p-CIP stab down: lowers stability of the mouse p/CIP coactivator protein; Q05BA5; F442A p/CIP-EGFP cells, EGFP fluorescence, 16 h; AID 1984; decrease of EGFP signal, % at 10 µM; hit rate 0.01% among 290,000;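 active = EGFP signal decrease of at least 30% at 10 µM or well 3 SD below plate mean, unless failing retest; inactive = the rest, including hits failing retest or dose response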; also: some compounds called inactive have numbers as strong as hits; many of its hits are not listed in these tables
# PHOSPHO1 block: blocks human PHOSPHO1 phosphatase activity; Q8TCT1; recombinant PHOSPHO1, absorbance phosphatase assay; inhibition, % at 13.3 µM; hit rate 1.1% among 290,000; AID 1565; in the data active = inhibition above about 60%
# Target sequence (Q8TCT1 whole entry, looked up): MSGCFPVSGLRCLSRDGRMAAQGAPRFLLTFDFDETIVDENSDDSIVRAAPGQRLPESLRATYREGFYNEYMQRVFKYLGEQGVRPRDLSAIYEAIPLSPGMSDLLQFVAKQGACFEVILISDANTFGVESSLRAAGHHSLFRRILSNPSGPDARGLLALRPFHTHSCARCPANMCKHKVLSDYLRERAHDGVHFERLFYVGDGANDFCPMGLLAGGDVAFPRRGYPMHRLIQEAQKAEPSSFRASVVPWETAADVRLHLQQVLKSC
# HCV NS3 hel inh: blocks Hepatitis C virus NS3 helicase unwinding. AID 1800. inhibition, % at 10.9 µM. NS3 helicase DNA unwinding, Cy5 molecular beacon fluorescence. hit rate 0.56% among 290,000;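 active = inhibition above the mean of all tested compounds plus 3 SD, set per campaign, cut at about 35% in these data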;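 also: 0% = DMSO wells and 100% = thioflavine S control wells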
#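 Control set: DMSO versus 110 µM thioflavine S; Material: NS3 helicase fragment of HCV; Measured by: Cy5 fluorescence at 0 and 60 min, beacon hairpin quenching; Read-out basis: percent inhibition from t60/t0 fluorescence ratio; Times: reaction time 60 min, 25 °C; Repeats: single replicate; Compound dosing: single dose, 10.9 µM nominal final, DMSO 0.8% final.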
# SUMO HTRF inh: SUMOylation inhibition | hit rate 0.36% among 290,000 | HTRF SUMOylation assay, SAE1/SAE2 + UBC9, in vitro | inhibition, % at 35 µM | AID 2006; in the data active = inhibition above about 50%, passing the limit was not always enough; also: strong numbers were not always called active
# Target sequence (P63279 whole entry, looked up): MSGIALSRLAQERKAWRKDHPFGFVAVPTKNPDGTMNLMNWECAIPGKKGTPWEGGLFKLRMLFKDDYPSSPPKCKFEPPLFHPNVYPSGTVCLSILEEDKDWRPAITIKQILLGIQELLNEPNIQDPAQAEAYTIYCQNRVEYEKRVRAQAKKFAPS
# IMP-1 inhibitor: inhibitors of Pseudomonas aeruginosa IMP-1 metallo-beta-lactamase. inhibition, % at 5.6 µM. purified IMP-1, nitrocefin hydrolysis, epi-absorbance fluorescence. AID 1556. hit rate 0.45% among 290,000;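 active = inhibition above the mean plus 3 SD of all compounds in the same screening run, cut at about 4.5% in these data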;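 also: 0% = IMP-1 with DMSO and 100% = DMSO wells lacking enzyme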
#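 Test system: recombinant IMP-1 enzyme, purified / Medium: HEPES buffer pH 7.1 with ZnSO4 and Brij 35 / Doses: single dose, 5.6 µM / Times: 25 °C, 15 min preincubation, 25 min reaction / Detection: Epi-absorbance via hydrolysed-nitrocefin quenching of white-plate fluorescence, 480/530 nm, EDTA stop / Evaluation: percent inhibition from optical density relative to buffer-blank wells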
# FID counter: counter-screen for HCV NS3 helicase inhibitors: DNA intercalator displacement | DNA fluorescent intercalator displacement, fluorescence | inhibition, % at 7.9 µM | hit rate 0.17% among 290,000 | AID 1845; in the data active = inhibition above about 37%;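 also: 0% = vehicle and 100% = reference compound; higher means more ethidium bromide displaced from hairpin DNA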
# IDE cell activ: activators of human insulin-degrading enzyme in cells | P14735 | HEK cells, FAbeta-B cleavage, fluorescence polarization; 0% vehicle, 100% cell-free pure enzyme wells | activation, % at 5.96 µM | hit rate 0.073% among 340,000;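 active = activation above the mean of all tested compounds plus 3 SD, set per screening campaign, cut at about 17% in these data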
# MEKK3 PB1 HTS: modulators (inhibitors or enhancers) of MEK5 binding to human MEKK3 PB1 domain; Q99759; bead-based flow cytometry, Alexa488-MEK5 binding to MEKK3; actives lie on both sides; 0 = blocked by unlabeled MEK5, 100 = vehicle; binding response (% of control), % at 10 µM; hit rate 1.4% among 290,000; AID 1529;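 active = binding response more than 3 SD above or below the average of its plate-row segment, actives on both sides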;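 also: Alexa488 bead fluorescence after subtracting the streptavidin-only scavenger bead signal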
# Target sequence (Q99759 whole entry, looked up, the tested form may be a part): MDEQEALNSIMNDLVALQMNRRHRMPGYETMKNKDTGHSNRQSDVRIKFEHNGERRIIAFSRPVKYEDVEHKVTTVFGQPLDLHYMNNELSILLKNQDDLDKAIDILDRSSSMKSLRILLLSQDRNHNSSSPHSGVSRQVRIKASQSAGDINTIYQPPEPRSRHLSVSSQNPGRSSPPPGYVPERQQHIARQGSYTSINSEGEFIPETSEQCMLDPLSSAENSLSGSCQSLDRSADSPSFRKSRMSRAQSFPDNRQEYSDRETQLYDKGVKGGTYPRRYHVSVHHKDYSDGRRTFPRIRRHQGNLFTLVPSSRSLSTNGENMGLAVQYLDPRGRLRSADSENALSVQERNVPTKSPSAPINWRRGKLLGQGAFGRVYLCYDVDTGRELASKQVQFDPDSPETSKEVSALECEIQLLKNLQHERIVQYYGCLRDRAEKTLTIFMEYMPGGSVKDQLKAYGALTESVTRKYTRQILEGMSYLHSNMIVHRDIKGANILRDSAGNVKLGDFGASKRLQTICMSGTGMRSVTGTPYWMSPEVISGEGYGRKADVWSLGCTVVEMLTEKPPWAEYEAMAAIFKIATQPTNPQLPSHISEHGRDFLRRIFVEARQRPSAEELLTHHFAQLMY
# VIM-2 inhibitor: inhibitors of Pseudomonas aeruginosa VIM-2 metallo-beta-lactamase. AID 1527. hit rate 0.89% among 290,000. purified VIM-2, nitrocefin hydrolysis, epi-absorbance fluorescence. inhibition, % at 5.6 µM;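 active = inhibition above the mean of all tested compounds plus 3 SD, cutoff set per screening run, cut at about 7.5% in these data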;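 also: red hydrolysis product quenches plate fluorescence so inhibitors raise well fluorescence; 0% = enzyme with DMSO and 100% = DMSO without enzyme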
# * marks the source's active call; other numbers are inactive results; x = not tested or not shown. These rows are one share of the data; count on the stated rates, not on these rows.
SMILES,p-CIP stab down,PHOSPHO1 block,HCV NS3 hel inh,SUMO HTRF inh,IMP-1 inhibitor,FID counter,IDE cell activ,MEKK3 PB1 HTS,VIM-2 inhibitor
CC(C)C(C(=O)NCC1CCCO1)N(Cc1ccco1)C(=O)CNS(=O)(=O)c1ccccc1 (stereo not given),-7,-12,-3,6,-2.5,-6,-2,87,-1.7
CC(C)N(C(=O)COC(=O)[C@H](C)NC(N)=O)c1ccccc1,4,36,-2,-2,-3.1,-3,6,104,-1.3
O=C(/C=C/c1ccc(N2CCC(c3ccccc3)=N2)cc1)c1ccccc1,-10,-26,3,6,-1.6,-3,x,78,-0.9
CC1CN(C(=O)c2cccs2)CCN1C(=O)c1cccs1 (stereo not given),-6,-2,-6,17,-1.6,-2,5,105,-0.7
Cc1ccnc(N/C=C(\C#N)c2nc(-c3cccc(Br)c3)cs2)c1,-55,-3,6,16,-2.3,4,-34,77,0.8
CCCCOc1ccc(C(=O)NCC(=O)OCC(=O)N2CCN(S(=O)(=O)c3ccc(C)cc3C)CC2)cc1,8,-13,-1,-47,-0.7,-23,4,104,-1.6
CC(=O)Nc1cccc(C(=O)OCC(=O)NCc2ccc(F)cc2)c1,8,-5,-18,5,-1.3,-2,-5,106,0.5
COc1cccc(-n2nc(C(=O)O)c3ccccc3c2=O)c1,-12,4,-3,3,0.1,3,-1,94,0.3
Cn1c(/N=C/c2ccccc2[N+](=O)[O-])nc2ccccc21,-2,36,6,13,-3.1,0,1,105,-1.5
Cn1nccc1NS(=O)(=O)c1ccc(F)cc1,-13,70*,-1,-3,-3.4,-1,-1,98,-2.5
COc1ccc(/C=C/C(=O)c2ccc(O)cc2)cc1CN1CCOCC1,4,-10,-19,4,-3.9,1,-4,107,-1.9
Cc1ccc2nc(C)c(C(=O)N/N=C/c3ccc(N4CCOCC4)cc3)cc2c1,-1,-5,-8,11,-2.6,-6,3,101,-2.3
COc1ccccc1CNC(=O)CS(=O)Cc1nc(-c2ccccc2C)oc1C (stereo not given),-4,43,-6,24,-3.7,-35,6,101,0.7
COc1cccc(-c2nc(-c3ccc4c(c3)NC(=O)CO4)cs2)c1,8,2,-7,-5,-1.8,-21,6,91,-0.9
CS(=O)(=O)N(CC(=O)NCc1ccco1)c1ccc(OCc2ccccc2)cc1,-4,25,0,4,-1.7,-23,3,76,0.9
CC(NC(=O)c1ccc2c(c1)C(=O)N(Cc1cccnc1)C2=O)c1ccccc1 (stereo not given),-3,18,0,13,-1.6,-23,2,98,-0.9
COc1ccc(CNC(=O)C2CCN(C(=O)Cc3ccccc3)CC2)cc1,12,24,14,-8,-3.3,-11,-1,101,-2.7
COc1ccc(/C=C/C(=O)NC(C)CCc2ccccc2)cc1OC (stereo not given),22,-22,-9,-6,-2.4,-13,5,105,-2.5
Cc1c(C(=O)O)oc2ccc(S(=O)(=O)N3CCCC3)cc12,-4,-12,1,4,-1.5,-3,3,96,-1.8
COc1ccc(NC(=S)NC2CCCCC2)c(OC)c1,-31,-6,-8,-5,-3.5,-3,3,79,-3.3
CCOC(=O)c1c(C)[nH]c(C(=O)OC)c1CCC(=O)OC,11,-13,8,8,-3.5,-10,3,100,-2.6
Cc1n[nH]c(C)c1S(=O)(=O)N1CCC(C(=O)O)CC1,-1,58,2,-12,-2.0,-3,-4,108,-0.4
Cc1ccccc1NC(=O)N1C2CCCC1CC(NC(=O)C(C)(C)C)C2 (stereo not given),-9,20,-10,17,-1.4,0,2,113,-5.2
CCN1C(=C2C(=O)c3ccccc3C2=O)C=Cc2ccccc21,1,-25,2,12,-3.7,-8,1,96,-3.8
CC(C)CCNC(=O)C(=O)NCCC1=CCCCC1,-2,-9,-5,-5,-3.9,-4,3,105,-1.4
N#C/C(=C\c1c(N2CCOCC2)nc2ccccn2c1=O)C(=O)NC1CCS(=O)(=O)C1 (stereo not given),-11,8,8,16,-3.2,-5,x,106,-3.3
O=C(Nc1nc2cc3c(cc2s1)OCCO3)c1ccncc1,3,19,10,24,-3.0,-11,0,93,-0.5
O=C(c1cc(-c2ccccn2)nc2ccc(Br)cc12)N1CCN(S(=O)(=O)c2ccccc2)CC1,3,30,-13,4,-0.9,2,1,72,-1.7
Cc1ccc(S(=O)(=O)Nc2ccc(C(=O)N3CCCC3)cc2)c(C)c1NS(C)(=O)=O,-6,14,-2,3,-3.0,-25,-1,99,0.0
O=C(Nc1nnc(-c2ccc(F)cc2)s1)Nc1ccccc1F,-5,28,3,34,-3.8,-2,x,102,-1.9
COc1ccc(N2CCN(CCC(O)c3ccc4ccccc4c3)CC2)cc1 (stereo not given),-4,20,-31,-10,1.4,20,2,104,-1.7
COc1ccccc1NS(=O)(=O)c1cc2c3c(c1)CC(=O)N3CCC2,0,24,2,8,-1.7,-4,5,102,-0.8
Cc1ccc(S(=O)(=O)NCc2ccc(C(=O)NC3CC3)cc2)cc1,-5,22,-5,3,-2.0,-8,3,104,-2.2
CCCCn1c(-c2cccc(F)c2)nc2c1c(=O)[nH]c(=O)n2CC(C)C,-1,22,0,12,-0.3,-24,2,97,1.7
Cc1oc(-c2ccccc2)cc1C(=O)NC1CCN(Cc2ccccc2)CC1,-9,32,-1,15,-1.5,8,x,103,-1.1
CC(=O)NCCNc1nc2c(-c3ccccc3)nnn2c2ccccc12,-8,25,8,26,-2.3,-18,0,105,6.0
COc1cc([C@@H]2c3cc4c(cc3[C@H](O)[C@H]3COC(=O)[C@H]23)OCO4)cc(OC)c1OC,-20,28,-3,-14,-4.0,-17,7,95,-2.6
O=C(Cn1c(NCCCO)nc2ccccc21)c1ccc(Cl)cc1,12,18,-7,-12,0.6,24,1,93,0.2
Cc1cc(C)cc(N=C2SC(CC(=O)Nc3ccccc3)C(=O)N2CCN2CCOCC2)c1 (stereo not given),12,-27,-22,-41,-0.9,3,9,103,-1.6
CCS(=O)(=O)N1Cc2ccccc2CC1C(=O)NCCc1c[nH]c2ccccc12 (stereo not given),3,2,2,-1,-0.1,-23,3,103,1.8

# Arranged by formula weight (descending): twelve of the compounds above.
SMILES,p-CIP stab down,PHOSPHO1 block,HCV NS3 hel inh,SUMO HTRF inh,IMP-1 inhibitor,FID counter,IDE cell activ,MEKK3 PB1 HTS,VIM-2 inhibitor
O=C(c1cc(-c2ccccn2)nc2ccc(Br)cc12)N1CCN(S(=O)(=O)c2ccccc2)CC1,3,30,-13,4,-0.9,2,1,72,-1.7
Cc1ccc(S(=O)(=O)Nc2ccc(C(=O)N3CCCC3)cc2)c(C)c1NS(C)(=O)=O,-6,14,-2,3,-3.0,-25,-1,99,0.0
COc1cc([C@@H]2c3cc4c(cc3[C@H](O)[C@H]3COC(=O)[C@H]23)OCO4)cc(OC)c1OC,-20,28,-3,-14,-4.0,-17,7,95,-2.6
COc1ccc(N2CCN(CCC(O)c3ccc4ccccc4c3)CC2)cc1 (stereo not given),-4,20,-31,-10,1.4,20,2,104,-1.7
Cc1oc(-c2ccccc2)cc1C(=O)NC1CCN(Cc2ccccc2)CC1,-9,32,-1,15,-1.5,8,x,103,-1.1
Cc1ccccc1NC(=O)N1C2CCCC1CC(NC(=O)C(C)(C)C)C2 (stereo not given),-9,20,-10,17,-1.4,0,2,113,-5.2
CC(=O)NCCNc1nc2c(-c3ccccc3)nnn2c2ccccc12,-8,25,8,26,-2.3,-18,0,105,6.0
O=C(Nc1nc2cc3c(cc2s1)OCCO3)c1ccncc1,3,19,10,24,-3.0,-11,0,93,-0.5
CCN1C(=C2C(=O)c3ccccc3C2=O)C=Cc2ccccc21,1,-25,2,12,-3.7,-8,1,96,-3.8
CCOC(=O)c1c(C)[nH]c(C(=O)OC)c1CCC(=O)OC,11,-13,8,8,-3.5,-10,3,100,-2.6
Cc1n[nH]c(C)c1S(=O)(=O)N1CCC(C(=O)O)CC1,-1,58,2,-12,-2.0,-3,-4,108,-0.4
CC(C)CCNC(=O)C(=O)NCCC1=CCCCC1,-2,-9,-5,-5,-3.9,-4,3,105,-1.4

# Further records.
SMILES,p-CIP stab down,PHOSPHO1 block,HCV NS3 hel inh,SUMO HTRF inh,IMP-1 inhibitor,FID counter,IDE cell activ,MEKK3 PB1 HTS,VIM-2 inhibitor
Cc1ccc(S(=O)(=O)/C(C#N)=C/c2c(N3CCC(C(N)=O)CC3)nc3c(C)cccn3c2=O)cc1,-13,16,-1,20,-4.2,-18,-6,93,2.3
CCOc1ccc(N(CC(=O)NCCc2ccccc2)S(=O)(=O)c2ccccc2)cc1,3,17,-18,-2,-1.1,-40,4,104,-1.8
CCCS(=O)(=O)N1CCN=C1SCc1ccc(F)cc1,-1,33,-4,4,-1.3,-7,6,101,-1.2
Cc1ccc(C(=O)OC(C)CN2CCN(C)CC2)cc1 (stereo not given),-8,-21,-2,18,-0.8,8,8,93,-0.5
Cc1ccc(NNC(=O)c2ccc(Cl)cc2)nn1,3,19,-1,22,-1.9,-4,4,95,-3.2
Cc1ccc(-n2cc(CN3CCC(CO)(Cc4cccc(C(F)(F)F)c4)CC3)cn2)cc1,-7,20,-69,-8,-3.7,34,4,112,-1.8
O=C(CCC(=O)NNC(=O)c1ccccc1[N+](=O)[O-])NCc1ccccc1,-1,24,-4,5,-2.1,2,x,101,-4.3
CCOc1ccccc1CNC(=O)C1CCCN(c2ncnc3c2nc2n3CCCCC2)C1 (stereo not given),-3,2,1,-1,-4.1,-50,-2,104,-1.2
O=C(CSc1n[nH]c(=O)n1Cc1ccco1)c1ccc(F)cc1,-8,8,2,7,-2.6,-6,x,131*,-0.4
CCOC(=O)c1c(C)n(C)c2ccc(OCC(O)Cn3c(C)nc4ccccc43)cc12 (stereo not given),-21,-7,-34,-2,-5.9,-15,-2,110,-1.7
Cc1ccc(CNC(=O)C2CCCCN2S(=O)(=O)c2ccccc2)cc1 (stereo not given),28,19,9,0,-1.6,-25,3,108,0.1
Cc1ccccc1C(=O)NNC(=O)c1ccc(F)cc1,-4,36,-1,4,-1.9,0,2,112,-2.6
COC(=O)c1cc(NS(=O)(=O)c2ccc(F)cc2)ccc1N1CCOCC1,-4,33,-2,-1,-2.0,-7,-4,105,-4.7
Cc1ccc(OCCCn2ccnc2)cc1C,-25,7,14,-4,-4.9,-3,4,84,-2.4
O=C(CCc1ccccc1)Nc1ccnn1C1CCN(Cc2ccc(OCCO)cc2)CC1,16,28,2,6,-4.5,2,2,100,-0.5
CC1(C)CC(NC(=O)c2cc(S(=O)(=O)N3CCCCC3)ccc2Cl)CC(C)(C)N1,-11,8,-10,7,-2.6,4,7,103,-1.3
O=C(Cc1ccccc1)NCc1ccc(-n2cccc2)cc1,-43,8,15,6,-4.1,-2,2,100,-3.2

# Assay outcomes from PubChem.
